MC4R ag barr – human MC4R agonism via beta-arrestin; P32245; U2OS MC4R beta-arrestin complementation, luminescence; percent of melanotan II response, DMSO zero; activation, % at 8.9 µM; 360,000 tested, 0.98% active; AID 540308;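 active = activation above a per-plate cutoff, the mean activation of sample wells on that plate plus 3 SD, cut at about 8% in these data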
Target sequence (P32245 whole entry, looked up): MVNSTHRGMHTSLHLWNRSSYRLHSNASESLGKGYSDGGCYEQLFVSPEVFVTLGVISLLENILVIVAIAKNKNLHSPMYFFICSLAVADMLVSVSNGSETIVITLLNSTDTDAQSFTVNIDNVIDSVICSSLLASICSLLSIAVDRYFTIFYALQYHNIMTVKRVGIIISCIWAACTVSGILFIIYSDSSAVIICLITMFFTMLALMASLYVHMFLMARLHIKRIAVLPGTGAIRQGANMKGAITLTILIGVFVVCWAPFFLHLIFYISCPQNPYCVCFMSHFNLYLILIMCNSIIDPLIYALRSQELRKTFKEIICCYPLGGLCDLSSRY
ABHD5-PLIN5 inh – inhibitors of human ABHD5-perilipin-5 interaction. Q00G26+Q8WTS1. Split G. princeps luciferase complementation, luminescence, 4 h. inhibition, % at 4 µM. 360,000 tested, 0.78% active;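 active = inhibition above the mean inhibition across every tested compound plus 3 SD, cut at about 22% in these data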;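 note: 0% = DMSO only wells and the 100% control is not disclosed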
H9c2 protect – myocardial damage modulation in H9c2 cells; H9c2 cardiomyocytes, H2O2 injury protection, ATPLite, 2 h; protection from H2O2 cell death, % at 20 µM; 360,000 tested, 0.63% active; AID 588492;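 active = compounds giving at least 50% protection of heart cells from peroxide-induced death in the single-dose screen, raw or plate-pattern-corrected value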;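 note: 0% = DMSO wells with peroxide and 100% = DMSO wells without peroxide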
MC4R antagonist – antagonists of human melanocortin 4 receptor (MC4R). P32245. MC4R-expressing cells, MTII-stimulated cAMP, LANCE TR-FRET. inhibition, % at 6.5 µM. 360,000 tested, 0.48% active. AID 540295;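 active = inhibition above its plate's cutoff, the mean of tested wells on that plate plus 3 SD, cut at about 29% in these data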;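 note: 0% = Melanotan II alone and 100% = Melanotan II plus saturating MCL0020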
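System: U2OS-MC4R stable cell line; Technique: Eu-cAMP/anti-cAMP TR-FRET, emission 671 nm; Repeats: single well per compound; Also added: Melanotan II; Dosing: one concentration, 6.5 µM nominal; Schedule: 30-min compound, 1-h challenge, 1-h detection, room temperature.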
Glyco luc inh – blocks N-linked glycosylation in D54 reporter cells. D54 ERlucT glycosylation luciferase reporter, 24 h; percent of 100 nM tunicamycin response. reporter increase, % at 12.5 µM. 360,000 tested, 0.23% active. AID 588692;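 active = mean luciferase reporter signal, scaled so untreated is 0 and the glycosylation-blocking control 100, at or above a set limit in every replicate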;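 note: luciferase carries N-glycosylation sites so blocking glycosylation raises the light; 0% = median of neutral control wells and 100% = median of 100 nM tunicamycin wells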
TLR9-MyD88 block – blocks human TLR9 binding to MyD88; Q9NR96+Q99836; 340,000 tested, 0.21% active; CHO BLA complementation TLR9-MyD88, CCF4 FRET ratio; inhibition, % at 4.98 µM;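 active = inhibition above the mean over all tested compounds plus 3 SD, cut at about 21% in these data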;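 note: 0% = DMSO only wells and 100% = clavulanate BLA inhibitor control wells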
HTR2A ag – agonists of mouse serotonin 5-HT2A receptor (HTR2A) | activation, % at 7.6 µM | AID 624169 | CHO-K1 mHTR2A beta-arrestin complementation, luminescence; percent of 30 µM serotonin response | 360,000 tested, 0.66% active | P35363;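 active = activation above a run cutoff, the mean activation of all tested compounds plus 3 SD, cut at about 14% in these data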;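 note: 0% = plate median of compound wells and 100% = 30 µM serotonin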
ABCB6 inh MLPCN – blocks the human ABCB6 transporter. Q9NP58. fluorescence ratio to DMSO, % at 10 µM. 360,000 tested, 0.19% active. K562-ABCB6 porphyrin accumulation, flow cytometry, 1 h; active compounds read low;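 active = fluorescence ratio to DMSO below 75%, the collection mean minus 3 SD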;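 note: signal is porphyrin accumulated inside mitochondria; 100% equals median channel fluorescence of DMSO control wells; lower ratio means ABCB6 inhibition with less porphyrin fluorescence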
NOD2 RIPK2 PPI – blocks binding of human NOD2 to RIPK2 | 360,000 tested, 0.38% active | inhibition, % at 4.98 µM | CHO BLA complementation NOD2-RIPK2, CCF4 ratio | O43353; in the data active = inhibition above about 21%;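 note: 0% = vehicle only and 100% = reference blocker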
Target sequence (O43353 whole entry, looked up): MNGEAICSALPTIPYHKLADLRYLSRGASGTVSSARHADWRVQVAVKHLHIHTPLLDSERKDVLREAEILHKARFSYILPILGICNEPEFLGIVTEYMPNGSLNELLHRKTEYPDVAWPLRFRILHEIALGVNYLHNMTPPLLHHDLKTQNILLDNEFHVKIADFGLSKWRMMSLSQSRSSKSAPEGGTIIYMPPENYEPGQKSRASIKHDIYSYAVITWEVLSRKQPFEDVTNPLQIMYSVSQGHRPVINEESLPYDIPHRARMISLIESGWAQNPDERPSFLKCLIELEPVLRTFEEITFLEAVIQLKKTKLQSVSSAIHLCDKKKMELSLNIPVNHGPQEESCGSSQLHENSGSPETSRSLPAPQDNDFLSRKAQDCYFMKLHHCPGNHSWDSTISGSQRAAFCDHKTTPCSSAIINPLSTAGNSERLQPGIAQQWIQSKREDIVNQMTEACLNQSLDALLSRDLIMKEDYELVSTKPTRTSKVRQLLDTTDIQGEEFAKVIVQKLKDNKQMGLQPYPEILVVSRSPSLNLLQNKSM
SRC2 inh – human SRC2 (NCOA2) inhibition | HEK293 GAL4-SRC2 luciferase reporter, luminescence | inhibition, % at 9 µM | 370,000 tested, 0.17% active | AID 651957;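 active = inhibition above the mean inhibition of all tested compounds plus 3 SD, set per campaign, cut at about 52% in these data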;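 note: 0% = DMSO treated cells and 100% = cells given Gossypol at 36 µM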
Numbers without * were called inactive. Some of the compounds tested, so the mix of outcomes need not match the whole.

How did Cc1nnc2sc(SCC(=O)N3CCCCC3)nn2c1=O do in these assays?
MC4R ag barr: -2.5; ABHD5-PLIN5 inh: -11; H9c2 protect: 1; MC4R antagonist: 13; Glyco luc inh: 2; TLR9-MyD88 block: -5; HTR2A ag: -2; ABCB6 inh MLPCN: 102; NOD2 RIPK2 PPI: 1; SRC2 inh: -4

How did N#CCCN(C(=O)COC(=O)c1cccc(S(=O)(=O)N2CCCCCC2)c1)c1ccc(F)cc1 do in these assays?
MC4R ag barr: 0.3; ABHD5-PLIN5 inh: -7; H9c2 protect: -11; MC4R antagonist: 0; Glyco luc inh: -2; TLR9-MyD88 block: -5; HTR2A ag: -2; ABCB6 inh MLPCN: 89; NOD2 RIPK2 PPI: 1; SRC2 inh: 1

Results for O=Cc1cn(CCOc2ccccc2F)c2ccccc12 ?
MC4R ag barr: 1.0; ABHD5-PLIN5 inh: 4; H9c2 protect: 0; MC4R antagonist: 21; Glyco luc inh: -4; TLR9-MyD88 block: 0; HTR2A ag: -10; ABCB6 inh MLPCN: 98; NOD2 RIPK2 PPI: 6; SRC2 inh: 5

How did COc1ccc(N(C(C)C(=O)N/N=C/c2cc(Br)c(C)o2)S(C)(=O)=O)cc1 (centres undefined) do in these assays?
MC4R ag barr: -1.6; ABHD5-PLIN5 inh: -5; H9c2 protect: 4; MC4R antagonist: -4; Glyco luc inh: -2; TLR9-MyD88 block: 8; HTR2A ag: 1; ABCB6 inh MLPCN: 96; NOD2 RIPK2 PPI: -1; SRC2 inh: -1

What do the screens show for `CC1CCCCN1C(=O)COC(=O)c1ccc2c(c1)C(=O)N(Cc1ccco1)C2=O` (centres undefined)?
MC4R ag barr: 1.2; ABHD5-PLIN5 inh: 16; H9c2 protect: 1; MC4R antagonist: 6; Glyco luc inh: 0; TLR9-MyD88 block: 0; HTR2A ag: -7; ABCB6 inh MLPCN: 92; NOD2 RIPK2 PPI: -5; SRC2 inh: 16

How did CCOC(=O)c1c(C)[nH]c(C(=O)Cn2c(=O)oc3ccccc32)c1C do in these assays?
MC4R ag barr: -1.5; ABHD5-PLIN5 inh: 7; H9c2 protect: -1; MC4R antagonist: 0; Glyco luc inh: 0; TLR9-MyD88 block: 5; HTR2A ag: -4; ABCB6 inh MLPCN: 97; NOD2 RIPK2 PPI: -11; SRC2 inh: -4

What do the screens show for `O=C(Nc1ccc(S(=O)(=O)NC2CCCC2)cc1)c1cnccn1`?
MC4R ag barr: 1.5; ABHD5-PLIN5 inh: 5; H9c2 protect: -7; MC4R antagonist: 0; Glyco luc inh: 1; TLR9-MyD88 block: 3; HTR2A ag: -3; ABCB6 inh MLPCN: 97; NOD2 RIPK2 PPI: -8; SRC2 inh: -10

What do the screens show for `Cc1ccc(OCC(=O)N2CCN(S(=O)(=O)c3ccccc3)CC2)c([N+](=O)[O-])n1`?
MC4R ag barr: -2.1; ABHD5-PLIN5 inh: 1; H9c2 protect: 4; MC4R antagonist: 4; Glyco luc inh: 2; TLR9-MyD88 block: 2; HTR2A ag: 2; ABCB6 inh MLPCN: 101; NOD2 RIPK2 PPI: -12; SRC2 inh: 9

How did CCOc1ccc(OCC)c(S(=O)(=O)NCCCN2CCOCC2)c1 do in these assays?
MC4R ag barr: 2.2; ABHD5-PLIN5 inh: 1; H9c2 protect: 6; MC4R antagonist: 11; Glyco luc inh: -1; TLR9-MyD88 block: -16; HTR2A ag: -3; ABCB6 inh MLPCN: 110; NOD2 RIPK2 PPI: -16; SRC2 inh: 3

Results for CCOc1ccc(NS(=O)(=O)c2ccc(C(=O)NCC(c3ccc(OC)cc3)N3CCOCC3)cc2)cc1 (centres undefined) ?
MC4R ag barr: -2.4; ABHD5-PLIN5 inh: 4; H9c2 protect: -10; MC4R antagonist: 7; Glyco luc inh: -3; TLR9-MyD88 block: -7; HTR2A ag: 1; ABCB6 inh MLPCN: 90; NOD2 RIPK2 PPI: -2; SRC2 inh: -6

Results for Cc1ccc(Oc2ccc(NC(=O)c3ccco3)cc2)cc1 ?
MC4R ag barr: 2.0; ABHD5-PLIN5 inh: 2; H9c2 protect: -8; MC4R antagonist: 7; Glyco luc inh: -8; TLR9-MyD88 block: 10; HTR2A ag: -4; ABCB6 inh MLPCN: 98; NOD2 RIPK2 PPI: 8; SRC2 inh: -26

Results for CCOc1cccc(/C(O)=C2/C(=O)C(=O)N(CCOC)C2c2ccc(C)o2)c1 (centres undefined) ?
MC4R ag barr: 0.3; ABHD5-PLIN5 inh: 4; H9c2 protect: 1; MC4R antagonist: 3; Glyco luc inh: 2; TLR9-MyD88 block: 3; HTR2A ag: -5; ABCB6 inh MLPCN: 153; NOD2 RIPK2 PPI: 7; SRC2 inh: 8

How did Nc1ncnc2c1ncn2CCN1CCCCC1 do in these assays?
MC4R ag barr: -1.3; ABHD5-PLIN5 inh: 5; H9c2 protect: 12; MC4R antagonist: 3; Glyco luc inh: 3; TLR9-MyD88 block: 7; HTR2A ag: 0; ABCB6 inh MLPCN: 97; NOD2 RIPK2 PPI: 9; SRC2 inh: 8

Results for Cc1csc(NC(=O)c2cn3ccccc3n2)n1 ?
MC4R ag barr: -0.4; ABHD5-PLIN5 inh: -1; H9c2 protect: -17; MC4R antagonist: -1; Glyco luc inh: -19; TLR9-MyD88 block: 2; HTR2A ag: 0; ABCB6 inh MLPCN: 100; NOD2 RIPK2 PPI: -7; SRC2 inh: 27

How did CCn1c2ccccc2c2cc(CN3CCN(S(=O)(=O)Cc4ccccc4)CC3)ccc21 do in these assays?
MC4R ag barr: -1.5; ABHD5-PLIN5 inh: 13; H9c2 protect: -9; MC4R antagonist: 1; Glyco luc inh: -9; TLR9-MyD88 block: -23; HTR2A ag: 5; ABCB6 inh MLPCN: 101; NOD2 RIPK2 PPI: 1; SRC2 inh: 3

Results for CCOC(=O)c1sc2ccccc2c1NC(=O)c1coc2ccccc2c1=O ?
MC4R ag barr: -2.3; ABHD5-PLIN5 inh: -5; H9c2 protect: -9; MC4R antagonist: 4; Glyco luc inh: 1; TLR9-MyD88 block: 16; HTR2A ag: 5; ABCB6 inh MLPCN: 96; NOD2 RIPK2 PPI: -7; SRC2 inh: -27

How did Cc1ccc2nc(N3CCN(CCO)CC3)nc(-c3ccccc3)c2c1 do in these assays?
MC4R ag barr: -1.1; ABHD5-PLIN5 inh: -1; H9c2 protect: -2; MC4R antagonist: 5; Glyco luc inh: -3; TLR9-MyD88 block: 1; HTR2A ag: -12; ABCB6 inh MLPCN: 116; NOD2 RIPK2 PPI: 14; SRC2 inh: -38

What do the screens show for `CN(CC(=O)Nc1ccc(S(=O)(=O)N2CCCC2)cc1)Cc1ccc(Cl)cc1`?
MC4R ag barr: 0.8; ABHD5-PLIN5 inh: -6; H9c2 protect: -3; MC4R antagonist: 27; Glyco luc inh: -4; TLR9-MyD88 block: 7; HTR2A ag: 9; ABCB6 inh MLPCN: 101; NOD2 RIPK2 PPI: -8; SRC2 inh: -4

Results for C=CCn1c(SCC(=O)c2[nH]c(C)c(C(=O)OC)c2C)nc2scc(-c3ccc(OC)c(OC)c3)c2c1=O ?
MC4R ag barr: -0.7; ABHD5-PLIN5 inh: 7; H9c2 protect: 4; MC4R antagonist: 2; Glyco luc inh: 23; TLR9-MyD88 block: 15; HTR2A ag: 3; ABCB6 inh MLPCN: 101; NOD2 RIPK2 PPI: 7; SRC2 inh: -6

How did O=C(CSc1nc2ncccc2[nH]1)Nc1c(F)cc(F)cc1Br do in these assays?
MC4R ag barr: -0.5; ABHD5-PLIN5 inh: -12; H9c2 protect: -2; MC4R antagonist: 7; Glyco luc inh: 0; TLR9-MyD88 block: 4; HTR2A ag: -3; ABCB6 inh MLPCN: 104; NOD2 RIPK2 PPI: -2; SRC2 inh: 1

Results for COc1ccccc1NC(=O)c1nn(-c2cccc(C(F)(F)F)c2)ccc1=O ?
MC4R ag barr: -1.5; ABHD5-PLIN5 inh: 2; H9c2 protect: 43; MC4R antagonist: 0; Glyco luc inh: 2; TLR9-MyD88 block: -1; HTR2A ag: 1; ABCB6 inh MLPCN: 91; NOD2 RIPK2 PPI: 0; SRC2 inh: 2

Results for O=C1C2CC=CCC2C(=O)N1Cc1ccccc1Cl (centres undefined) ?
MC4R ag barr: -0.6; ABHD5-PLIN5 inh: 1; H9c2 protect: -5; MC4R antagonist: 11; Glyco luc inh: 0; TLR9-MyD88 block: 3; HTR2A ag: 5; ABCB6 inh MLPCN: 105; NOD2 RIPK2 PPI: -8; SRC2 inh: -10

What do the screens show for `COc1ccc(-c2[nH]ncc2CN2CCCN(c3ccccc3)CC2)c(F)c1`?
MC4R ag barr: 0.8; ABHD5-PLIN5 inh: 10; H9c2 protect: -17; MC4R antagonist: 6; Glyco luc inh: -2; TLR9-MyD88 block: -1; HTR2A ag: -6; ABCB6 inh MLPCN: 93; NOD2 RIPK2 PPI: -1; SRC2 inh: 2

How did CC(C)NC(=O)NNC(=O)Cn1nnc(-c2cccc(Cl)c2Cl)n1 do in these assays?
MC4R ag barr: -0.9; ABHD5-PLIN5 inh: -4; H9c2 protect: 3; MC4R antagonist: 6; Glyco luc inh: 2; HTR2A ag: 1; ABCB6 inh MLPCN: 97; NOD2 RIPK2 PPI: -3; SRC2 inh: 6

How did O=C(/C=C/c1ccc(Cl)c([N+](=O)[O-])c1)Nc1ccc(N2CCCC2)cc1 do in these assays?
MC4R ag barr: -2.6; ABHD5-PLIN5 inh: 4; H9c2 protect: -11; MC4R antagonist: -5; Glyco luc inh: 1; TLR9-MyD88 block: -2; HTR2A ag: -4; ABCB6 inh MLPCN: 135; NOD2 RIPK2 PPI: -2; SRC2 inh: -4

How did Cc1cc(C)c(NC(=S)N(CCN(C)C)Cc2cccs2)c(C)c1 do in these assays?
MC4R ag barr: -0.8; ABHD5-PLIN5 inh: 0; H9c2 protect: -7; MC4R antagonist: 15; Glyco luc inh: -1; TLR9-MyD88 block: -11; HTR2A ag: -10; ABCB6 inh MLPCN: 109; NOD2 RIPK2 PPI: -15; SRC2 inh: -4

What do the screens show for `CNC(=O)c1[nH]cnc1C(=O)Nc1ccc(OC)cc1`?
MC4R ag barr: -1.5; ABHD5-PLIN5 inh: -3; H9c2 protect: 10; MC4R antagonist: 4; Glyco luc inh: 4; TLR9-MyD88 block: 1; HTR2A ag: 0; ABCB6 inh MLPCN: 98; NOD2 RIPK2 PPI: 2; SRC2 inh: -16

What do the screens show for `C[N+](C)(C)CCCC(=O)c1ccc2c(c1)OCO2`?
MC4R ag barr: -1.6; ABHD5-PLIN5 inh: 5; H9c2 protect: 2; MC4R antagonist: 2; Glyco luc inh: -2; TLR9-MyD88 block: 0; HTR2A ag: -3; ABCB6 inh MLPCN: 87; NOD2 RIPK2 PPI: -10; SRC2 inh: -30

Screening data: PubChem, several laboratories
